FBPA Giardia inh: qHTS Assay for Inhibitors of Fructose-1,6-bisphosphate Aldolase from Giardia Lamblia | A8B2U2 | purified Giardia FBPA | Potency, µM (series often up to 59.6 µM), for the others: at the highest dose activity, negative = inhibition, hits mostly inhibitors | 290,000 compounds, 0.71% hits | AID 2451, 2010; also: potency is read from the fitted curve at half-maximal effect; nearly all actives have a fitted effect of over 55% in size
Target sequence (A8B2U2 whole entry, looked up): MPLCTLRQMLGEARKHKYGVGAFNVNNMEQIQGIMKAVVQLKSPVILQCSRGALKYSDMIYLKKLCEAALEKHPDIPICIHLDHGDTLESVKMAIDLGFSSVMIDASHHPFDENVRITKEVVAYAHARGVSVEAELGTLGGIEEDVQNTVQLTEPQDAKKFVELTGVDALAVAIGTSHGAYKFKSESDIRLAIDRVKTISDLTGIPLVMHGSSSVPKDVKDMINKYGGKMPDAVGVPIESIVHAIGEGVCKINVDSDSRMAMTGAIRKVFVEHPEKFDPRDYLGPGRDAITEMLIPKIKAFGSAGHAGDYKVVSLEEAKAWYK
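Giardia FBPA (40 nM reagent) was preincubated 10 min at RT with compound (up to 57.5 uM final), then substrate plus GAPDH/TPI/NAD/arsenate coupling system with diaphorase/resazurin was added; resorufin fluorescence (525/598 nm) was read after 20 min.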
HCV inh: qHTS Assay for Inhibitors of Hepatitis C Virus (HCV); AID 651820, 2012; 340,000 compounds, 3.4% hits; Potency, µM (top dose mostly 41.8 µM), inactives show at the top dose activity change, negative = inhibition, hits mostly inhibitors; Huh7.5.1 HCVcc-Cre infection, luciferase reporter, 44 h; also: potency is read from the fitted curve at half-maximal effect
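Luciferase read-out (15 sec integration) after a 15 min room-temperature substrate step quantifies HCVcc-Cre infection. Cells, 1,000 per well, had compound added 4 h post-plating, then virus at ~0.5 moi, and were cultured 44 h.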
AmpC detergent: qHTS Inhibitors of AmpC Beta-Lactamase (assay with detergent) | P00811 | Potency, µM (series often up to 114 µM), for the others: top-dose activity change, negative = inhibition, usual class: inhibitors | 370,000 compounds, 0.041% hits | AmpC hydrolysis of nitrocefin, absorbance 480 nm, 0.01% Triton;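 also: potency is read from the fitted curve at half-maximal effect; 0% = no-compound wells and -100% = no-enzyme wells; nearly all actives have a fitted effect of over 25% in size; some results filed as inactive show a strong effect at the top dose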
Target sequence (P00811 whole entry, looked up): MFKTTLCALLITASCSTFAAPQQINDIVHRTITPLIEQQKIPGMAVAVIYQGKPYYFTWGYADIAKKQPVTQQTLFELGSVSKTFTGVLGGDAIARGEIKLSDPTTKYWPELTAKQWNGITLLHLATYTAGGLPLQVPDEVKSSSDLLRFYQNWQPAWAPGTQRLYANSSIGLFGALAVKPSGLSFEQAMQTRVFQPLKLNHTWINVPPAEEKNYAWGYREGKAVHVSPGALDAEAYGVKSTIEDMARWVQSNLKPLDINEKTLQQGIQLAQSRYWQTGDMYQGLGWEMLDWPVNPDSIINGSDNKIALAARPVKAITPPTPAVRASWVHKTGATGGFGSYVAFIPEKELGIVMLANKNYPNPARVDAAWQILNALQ
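20 mM phosphate pH 7.0 + 0.01% (detergent screen) or 0.0001% Triton X-100; 5.3 nM AmpC reagent; cpd preinc 15 min RT; nitrocefin (800 uM stock) to start; A480 q20 s × 4 min; Activity was normalised to no-enzyme and no-compound control wells.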
HCMV antiviral: qHTS Assay for inhibitors of the human cytomegalovirus (HCMV); HFF cells, HCMV-luciferase reporter, 72 h; active compounds read low; activity change, negative = inhibition, % at 57.5 µM; 410,000 compounds, 4.5% hits; in the data active = activity change below about -60%; inconclusive = no clear call, values can overlap the other calls; inactive = above about -39%
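Inhibition of viral replication was scored as loss of reporter luminescence in HFFs infected with HCMV-luciferase (MOI 1 PFU/cell) for 72 h; compounds tested at 2 doses, normalized to buffer and Salinomycin controls.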
Sm TGR block: qHTS Assay for the Inhibitors of Schistosoma Mansoni Peroxiredoxins | Schistosoma mansoni thioredoxin glutathione reductase (TGR), Q962Y6 | purified TGR, DTNB reduction, TNB absorbance 405 nm | Potency, µM (highest dose often 114 µM), inactives show at the highest dose activity change, negative = inhibition, most hits filed as inhibitors | 360,000 compounds, 3% hits | AID 485364, 2010; also: potency is read from the fitted curve at half-maximal effect; nearly all actives have a fitted effect of over 60% in size
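First, TGR (20 nM dispensed) and NADPH were mixed with compound. Second, a 15 min room-temperature incubation followed. Third, further NADPH and then DTNB were added to start the reaction. Finally, TNB absorbance was monitored kinetically.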
AmpC inh no detg: qHTS Inhibitors of AmpC Beta-Lactamase (assay without detergent) | P00811 | AmpC nitrocefin hydrolysis, absorbance 480 nm, 0.0001% Triton | Potency, µM (top dose mostly 57.1 µM), without a hit: top-dose activity change, negative = inhibition, hits mostly inhibitors | 330,000 compounds, 0.52% hits;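 also: potency is read from the fitted curve at half-maximal effect; plate controls were no compound for no effect and no enzyme for full effect; nearly all actives have a fitted effect of over 20% in size; some results filed as inactive show a strong effect at the top dose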
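20 mM phosphate pH 7.0 + 0.01% (detergent screen) or 0.0001% Triton X-100; 5.3 nM AmpC reagent; cpd preinc 15 min RT; nitrocefin (800 uM stock) to start; A480 q20 s × 4 min; Activity was normalised to no-enzyme and no-compound control wells.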
Numbers without * were called inactive; ? = inconclusive; · = no result given; & = joins results of further samples; [ ] = dose if it differs, or a comment. Unless noted, calls follow the shape of the dose curve; as a rule, active = well fitted curve in the direction sought with a large enough effect; inconclusive = small, poorly fitted or top-dose-only effect, or another doubt; inactive = no such curve, though single readings can be large; an effect the other way counts as inactive or inconclusive. Unless noted, % is scaled to controls: 0 for no effect and ±100 for the full control effect.

SMILES	FBPA Giardia inh	HCV inh	AmpC detergent	HCMV antiviral	Sm TGR block	AmpC inh no detg
N#CCCN(Cc1cccnc1)C(=S)NC(=O)c1ccc(S(=O)(=O)N2CCCC2)cc1	7.9µM*	28%	4%	?	-1%	-15%[11.4 µM]
C=CCn1c(=N)c(C(=O)NCCCOC)cc2c(=O)n3cc(C)ccc3nc21	1%	-19%	?	35	17%	-10%
COc1ccc(CNC(=O)COC(=O)CCS(=O)(=O)c2ccc(C)cc2)cc1OC	·	9%	-18%	7	-11%	10%
O=C(NCc1cccc(OC(F)(F)F)c1)c1ccc2c(c1)S(=O)(=O)c1cc(Cl)ccc1C2=O	·	9%	·	-4	·	-21%
N#CCCN(C(=O)COC(=O)CCc1nc2ccccc2c(=O)[nH]1)c1ccccc1F	·	-7%	-6%	-13	-20%	-3%
O=C(NC1CCCN(Cc2ccc(Cl)cc2)C1)c1ccoc1 (configuration not stated)	·	-9%	-6%	1	-11%	0%
COc1ccc(S(=O)(=O)N2C3CCC2CC(NC(=O)C2CC2)C3)cc1 (configuration not stated)	0%	11%	-13%	24	-26%	-11%
COc1ccc(CCN(C)C(=O)C2CCN(Cc3ccc(C)cc3)CC2)cc1OC	?	-8%	0%	28	·	3%
O=C(NC1CCNCC1)C1CCCCC1	0%	-5%	-13%	41	-17%	51%
Cc1cc(S(=O)(=O)NCCN2CCOCC2)c(C)s1	-17%	11%	?	2	0%	0%
CCOc1cc(C2CC(=O)NC(SCC)=C2C#N)ccc1O (configuration not stated)	-28%	-18%	-11%	-30	-16%	-3%
CCOC(=O)C(NS(=O)(=O)c1ccccc1)(C(F)(F)F)P(=O)(OCC(C)C)OCC(C)C (configuration not stated)	-1%	-16%	?	4	18µM*	9%
CCn1c(-c2ccccc2)csc1=Nc1ccc(S(=O)(=O)O)cc1	26%	6%	2%	-18	-2%	-33%
CC(=O)NCc1ccc(-c2nc3ccccc3s2)cc1	3%	-29%	-2%	77	2%	13%
Cc1cc(=O)oc2cc(OCC(=O)N3CCCC3)c(Cl)cc12	·	8%	?	-35	0%	-8%
Nc1nc(Nc2cccc(C(F)(F)F)c2)sc1C(=O)c1ccccc1	·	·	6%	?	?	·
COc1ccc(-n2c(CCc3ccccc3)nnc2SCC(=O)NCc2ccccc2)cc1	0%	-1%	-3%	-20	7%	28%
Cc1cccn2c(=O)c(/C=C(\C#N)S(=O)(=O)c3ccccc3)c(N3CCN(c4ccccc4)CC3)nc12	·	-4%	3%	-7	-15%	-13%
Cc1ccc(OCC(=O)OCC(=O)c2ccccc2)cc1C	·	4%	6%	31	10%	-17%
COc1cc(NC(=O)C2CCCO2)c(OC)cc1NC(=O)c1ccccc1 (configuration not stated)	-9%	?	-2%	11	-12%	-3%
CC[C@](C)(O)c1cc2ccccc2c(=O)o1	·	2%	·	10	·	-12%
CCc1cccc(OCCn2ccnc2)c1	?	?	-7%	-20	-5%	-32%
COc1cccc(NC(=S)N2CCN(c3ccc([N+](=O)[O-])cc3)CC2)c1	-7%	7%	?	-33	4%	-21%
C[C@@H]1COC(=O)[C@@H](Cc2ccc(F)cc2)C/C=C\C[C@@H](CC(=O)NCCO)C(=O)N1	·	11%	·	4	·	-11%
COc1ccc(/C=C2\Sc3ccc(C(=O)N4CCCC4)cc3N(C)C2=O)cc1OC	·	-15%	1%	·	-26%	152%[activator]

Later entries:
SMILES	FBPA Giardia inh	HCV inh	AmpC detergent	HCMV antiviral	Sm TGR block	AmpC inh no detg
CN(C)C(=O)CN1C(=O)C2CCCCN2C(=O)c2ccccc21 (configuration not stated)	-7%	26%	-8%	21	-1%	-8%
CCC(C)N(C(=O)COC(=O)CSc1ccc([N+](=O)[O-])cc1)C1CCS(=O)(=O)C1 (configuration not stated)	·	24%	-17%	14	-20%	27%
O=C(/C=C/c1ccc2c(c1)OCO2)NCCSCc1ccc(Cl)cc1Cl	-17%	-37%	0%	-18	10%	-36%
COc1ccc(OC)c(NC(=O)c2ccc(-c3cccs3)cc2)c1	-8%	?	5%	-11	0%	?
O=C1CC(Nc2ccc(N3CCOCC3)cc2)C(=O)N1Cc1ccccc1 (configuration not stated)	-1%	18%	?	·	20µM*	-26%
CC1CCCN(C(=S)SCC(=O)c2cc(Br)cc(Br)c2O)C1 (configuration not stated)	-22%	-15%	4%	30	0%	-50%
Cc1c([N+](=O)[O-])c([N+](=O)[O-])nn1CC(=O)N1CCCCC1	-2%	30%[activator]	-3%	11	-12%	-1%
CC(=O)N1N=C(c2cccc([N+](=O)[O-])c2)OC1(C)CC(=O)Nc1ccccc1 (configuration not stated)	-2%	?	2%	10	-16%	-11%
O=C(COC(=O)/C=C/c1ccc(Br)o1)Nc1cccc(S(=O)(=O)N2CCOCC2)c1	·	-11%	·	35	·	-29%
COCCCNC(=O)CN1C(=O)COc2ccc(S(=O)(=O)N3CC(C)CC(C)C3)cc21 (configuration not stated)	·	-2%	2%	?	-24%	57%
COc1cc2c3cc1Oc1c(OC)c(OC)cc4c1[C@H](Cc1ccc(cc1)Oc1cc(ccc1O)C[C@H]3N(C)CC2)N(C)CC4	·	11µM*	·	-36	·	124%[activator]
COc1ccc(NC(=O)CSc2ncccn2)cc1S(=O)(=O)N1CCCCC1	·	1%	-2%	2	-5%	-11%
Cc1ccc(CN2CC[C@H]3C=CCc4cccc(c43)C2)cc1	·	?	3%	-19	-24%	-11%
COc1ccc(CNC(=O)c2cnn3c(C)c(Cc4c(F)cccc4Cl)c(C)nc23)cc1	·	·	6%	-2	1%	·
CCOc1ncccc1C(=O)Nc1ccc(-c2ccc3nnc(C)n3n2)cc1	10%	?	3%	0	0%	-13%
O=C(CN1CC=C(c2ccccc2)CC1)NC(=O)NC1CCCCC1	-7%	0%	3%	?	7%	21%
COCCCn1c(=O)c2ccccc2n(Cc2ccccc2)c1=O	-5%	-5%	-18%	-36	-1%	27%
CCn1c2ccccc2c2cc(NC(=O)COC(=O)c3ccccc3O)ccc21	1%	11µM*	-4%	-16	·	-9%
COc1ccc(C(=O)Oc2ccc(/C=N/O)cc2)cc1	9%	12%	-13%	21	2%	-39%
Cn1c(=O)c2c(nc(-c3ccccc3)n2C)n(Cc2ccccc2)c1=O	0%	9%	-1%	55	18%	-19%
Clc1ccc(CNc2ccccn2)cc1	-1%	10%	4%	9	16%	-18%
O=C1NC(=O)C2(Cc3ccccc3N3CCCC32)C(=O)N1c1ccc(Cl)cc1 (configuration not stated)	-23%	-25%	-5%	-10	?	44%
Cc1c(NC(=S)SCc2ccccc2)c(=O)n(-c2ccccc2)n1C	2%	4%	-14%	32	-10%	-26%[11.4 µM]
CCOC(=O)COc1ccccc1/C=N\NC(=O)c1cc2c(ccc3ccccc32)o1	·	-13%	-13%	-32	-18%	-36%
Cc1ccc(OCCCSc2n[nH]c(N)n2)cc1	0%	15%	2%	-10	15%	-18%

Random excerpt: six entries already listed
SMILES	FBPA Giardia inh	HCV inh	AmpC detergent	HCMV antiviral	Sm TGR block	AmpC inh no detg
COc1ccc(CNC(=O)c2cnn3c(C)c(Cc4c(F)cccc4Cl)c(C)nc23)cc1	·	·	6%	-2	1%	·
COc1ccc(NC(=O)CSc2ncccn2)cc1S(=O)(=O)N1CCCCC1	·	1%	-2%	2	-5%	-11%
O=C(/C=C/c1ccc2c(c1)OCO2)NCCSCc1ccc(Cl)cc1Cl	-17%	-37%	0%	-18	10%	-36%
COc1ccc(C(=O)Oc2ccc(/C=N/O)cc2)cc1	9%	12%	-13%	21	2%	-39%
CC(=O)N1N=C(c2cccc([N+](=O)[O-])c2)OC1(C)CC(=O)Nc1ccccc1 (configuration not stated)	-2%	?	2%	10	-16%	-11%
O=C(COC(=O)/C=C/c1ccc(Br)o1)Nc1cccc(S(=O)(=O)N2CCOCC2)c1	·	-11%	·	35	·	-29%

(listing goes on)
SMILES	FBPA Giardia inh	HCV inh	AmpC detergent	HCMV antiviral	Sm TGR block	AmpC inh no detg
O=C(O)c1cccc(S(=O)(=O)Nc2ccccc2-c2ccccc2)c1	13%	7%	-3%	6	6%	-24%
Cc1c(NC(=O)COC(=O)C(c2ccc(Cl)cc2)C(C)C)c(=O)n(-c2ccccc2)n1C (configuration not stated)	5%	?	-1%	-39	-7%	81%[activator]
CCOC(=O)N1CCN(CCC(=O)Nc2cc(C)ccc2C)CC1	-6%	10%	1%&18%	-7&9	-25%&0%	1%
Cc1cc(F)ccc1NC(=O)Nc1ccc2c(c1)OCO2	·	-23%	3%	-25	-2%	-2%
O=C(NC(=S)NC12CC3CC(CC(C3)C1)C2)c1ccc(F)cc1	·	-13%	·	-9	·	-22%
COC(=O)c1ccc2c(=O)[nH]c(COC(=O)c3[nH]c(C)c(C(C)=O)c3C)nc2c1	·	?	·	-31	·	-29%
COc1ccc(-c2cn3cccnc3n2)cc1NC(=O)C(C)Oc1ccccc1 (configuration not stated)	·	22µM*	-1%	-24	-9%	116%[activator]
Cc1cc(C(=O)N=Nc2c(O)n(C(C)C)c3ccccc23)n[nH]1	-7%	?	3%	-12	7%	-27%
NC(=O)CSc1nnc(-c2ccccn2)n1N	2%	1%	1%	2	5%	-1%
CCOc1cccc(C2C(C(=O)c3ccco3)=C(O)C(=O)N2c2nnc(C)s2)c1 (configuration not stated)	·	-3%	5%	31	?	-39%
CS(=O)(=O)CC(=O)Nc1ccc2nc3n(c(=O)c2c1)CCCCC3	2%	7%	5%	19	3%	-10%
Cc1ccc(C(=O)N2C(=O)C(c3ccccc3)Oc3ccccc32)cc1 (configuration not stated)	3%	-27%	0%	-32	0%	-30%
CCCOC(=O)c1ccc(NC(=O)c2ccoc2C)cc1	-8%	?	-4%	-25	-6%	-24%
COc1cccc(NC(=O)Cn2nnc(-c3ccccc3N)n2)c1	-1%	-14%	?	-18	11%	-35%
Cc1csc(NC(=O)CCCNC(=O)c2ccc(Cl)cc2)n1	·	-8%	-1%	-10	-1%	-28%
CCOC(=O)Cc1ncccc1C(=O)Nc1ccc(Oc2ccccc2)cc1	-8%	-9%	7%	-98*	-3%	133%[activator]
Cc1cc2n(n1)CCCN2C(=O)Nc1cccc(C)c1C	·	·	-8%	-1	1%	·
OC(CN1C2=NCCCN2c2ccccc21)c1ccc(Br)cc1 (configuration not stated)	3%	?	2%	-3	-1%	2%
COc1ccc(-c2nc3c(-c4ccc(Cl)cc4)cnn3cc2C)cc1F	4%	-17%	0%	-76*	14%	-29%
CCOC(=O)c1c(NC(=O)c2cc3nc(-c4ccccc4)cc(C(F)(F)F)n3n2)sc2c1CCC(C)C2 (configuration not stated)	·	·	1%	6	1%	·
COc1cccc(CCNC(=O)c2cccc(NC(=O)C3=C(C)OCCS3)c2)c1	-1%	?	1%	-35	2%	-28%
C=C(C)C1Cc2c(C)nn(-c3cccc4ccccc34)c2C1 (configuration not stated)	0%	?	-13%	?	0%	2%
Cc1ccc(C(=O)CC2SC(N)=NC2=O)cc1 (configuration not stated)	1%	15%	3%	-2	1%	-2%

Screening results: PubChem BioAssay, National Center for Advancing Translational Sciences (NCATS)
